MrgX1 ag: human MrgX1 receptor agonism, primary screen. MrgX1-HEK293 cells, Fluo-4 calcium fluorescence, agonist mode; stronger effect = higher value. B-score at 10 µM. 310,000 compounds, 0.44% hits;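 active = calcium response B-score plate-corrected fluorescence ratio at least 3 library SD, with starting fluorescence B-score inside 5 SD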
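Material: MrgX1-expressing HEK293 cells / Dosing: compound as first of three additions / Incubation: overnight seeding, then 1 h dark dye loading / Signal: Fluo-4 NW calcium fluorescence / Evaluation: B-scored fluorescence response ratio / Benchmarks: positive and negative control wells on each plate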
ANO1 activ: activates or potentiates the mouse TMEM16A chloride channel; Q8BHY3; 340,000 compounds, 0.3% hits; B-score at 10 µM; HEK293 TMEM16A/YFP-H148Q/I152L, iodide quench fluorescence; stronger effect = lower value;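 active = fluorescence-ratio B-score plate-corrected deviation score at least 3 library SD below zero, with starting fluorescence score within 5 deviations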;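 note: channel opened by trigger with iodide after compound preincubation; score built on the fluorescence ratio of max minus min over baseline; more negative score means more quench and so TMEM16A activation or potentiation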
Target sequence (Q8BHY3 whole entry, looked up): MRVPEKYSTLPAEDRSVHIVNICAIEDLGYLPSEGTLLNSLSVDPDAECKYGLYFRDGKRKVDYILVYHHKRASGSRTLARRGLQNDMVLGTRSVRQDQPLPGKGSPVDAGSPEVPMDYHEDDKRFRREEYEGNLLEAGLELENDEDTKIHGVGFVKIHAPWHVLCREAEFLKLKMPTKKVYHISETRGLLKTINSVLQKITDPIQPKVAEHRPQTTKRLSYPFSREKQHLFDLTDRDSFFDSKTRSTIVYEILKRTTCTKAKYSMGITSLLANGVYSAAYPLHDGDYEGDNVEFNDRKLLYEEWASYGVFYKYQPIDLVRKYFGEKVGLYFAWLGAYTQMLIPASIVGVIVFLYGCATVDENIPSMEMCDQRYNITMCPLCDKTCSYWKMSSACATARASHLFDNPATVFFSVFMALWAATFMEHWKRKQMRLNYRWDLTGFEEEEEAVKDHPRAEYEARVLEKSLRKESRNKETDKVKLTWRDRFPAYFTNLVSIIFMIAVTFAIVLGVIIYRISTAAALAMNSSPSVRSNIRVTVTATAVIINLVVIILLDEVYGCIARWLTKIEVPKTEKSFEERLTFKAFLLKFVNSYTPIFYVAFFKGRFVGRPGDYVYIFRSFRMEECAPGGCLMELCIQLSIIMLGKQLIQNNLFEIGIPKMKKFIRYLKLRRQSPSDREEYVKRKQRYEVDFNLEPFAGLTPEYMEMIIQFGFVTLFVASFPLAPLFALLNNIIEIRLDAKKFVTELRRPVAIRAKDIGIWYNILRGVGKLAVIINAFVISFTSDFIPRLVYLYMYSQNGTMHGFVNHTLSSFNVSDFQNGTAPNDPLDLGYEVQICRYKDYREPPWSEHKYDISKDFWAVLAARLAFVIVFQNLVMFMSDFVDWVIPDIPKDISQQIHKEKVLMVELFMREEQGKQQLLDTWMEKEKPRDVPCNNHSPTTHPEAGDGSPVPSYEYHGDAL
RGS4 block: inhibitors of human RGS4; B-score at 10 µM; 310,000 compounds, 0.45% hits; P49798; HEK293 M3R/RGS4 inducible, Fluo-4 calcium flux; stronger effect = higher value; triggered by carbachol at its EC20;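 active = B-score, a plate-corrected calcium signal, over three deviations above library mean, with baseline fluorescence within five deviations of library mean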;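 note: RGS4 expression induced by doxycycline in cells with stable M3 receptor; B-score is computed from the integrated fluorescence ratio over baseline after carbachol; higher B-score means a larger calcium signal and so more RGS4 inhibition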
TRPC6 activator: activators of mouse TRPC6 channel. B-score at 10 µM. Q61143. HEK293-TRPC6 membrane potential dye fluorescence; stronger effect = higher value. 310,000 compounds, 0.13% hits;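 active = B-score of the integrated fluorescence ratio above library mean plus 3 SD, and starting fluorescence ratio within library mean plus 5 SD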;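 note: higher score means more depolarization so channel activation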
TRPC6 inh: inhibitors of mouse TRPC6 channel; Q61143; HEK293-TRPC6, membrane potential dye, ACh-evoked depolarization; stronger effect = lower value; B-score at 10 µM; 310,000 compounds, 1.1% hits; AID 2553;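 active = B-score under library mean minus 3 SD, initial fluorescence not abnormally high, positive integrated signal ratio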;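 note: B-score derived from integrated fluorescence ratio over the kinetic read; more negative B-score means stronger inhibition of depolarization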
MrgX1 PAM: human MrgX1 positive allosteric modulation, primary screen; Q96LB2; MrgX1-HEK293, Fluo-4 calcium flux, FDSS; stronger effect = higher value; B-score at 10 µM; 310,000 compounds, 0.63% hits; AID 588675;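 active = plate-corrected calcium response at least 3 library SD above typical, normal starting fluorescence, not activating the receptor alone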;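 note: compound read alongside a low EC10 to EC30 dose of BAM8-22 agonist; peak minus trough fluorescence over baseline measured at the second addition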
MrgX1 antag: blocks BAM8-22 activation of human MrgX1 receptor; B-score at 10 µM; Q96LB2; AID 588676; MRGX1-HEK293 calcium flux, Fluo-4, BAM8-22 antagonism; stronger effect = lower value; 310,000 compounds, 1.3% hits;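 active = calcium-response B-score plate-corrected more than 3 library SD below zero, starting fluorescence within 5 deviations, no agonist response on first addition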;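 note: peak minus trough fluorescence over baseline after final BAM8-22 challenge near maximal dose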
ANO1 block: mouse TMEM16A channel inhibition, primary screen. normalized B-score (activity score, 25-100; higher = stronger inhibition) at 10 µM. 310,000 compounds, 1.2% hits. AID 588511. HEK293 TMEM16A/YFP iodide influx fluorescence, ionomycin. Q8BHY3;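 active = ratio plate-corrected score three or more library SD toward inhibition, starting fluorescence score within five deviations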;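 note: score derived from kinetic fluorescence span divided by baseline fluorescence per well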
TRPC4 act: opens the mouse TRPC4 cation channel; HEK293 TRPC4beta/mu-opioid, Fluo4 calcium fluorescence; stronger effect = higher value; B-score at 10 µM; 310,000 compounds, 0.49% hits; AID 2237;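 active = B-score above 5 SD of library B-scores, and initial fluorescence ratio not above library mean plus 5 SD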;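 note: positive B-score marks a calcium rise read as TRPC4 activation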
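Material: HEK293 stable line with TRPC4beta plus mu-opioid receptor; technique: Fluo4 calcium-sensitive dye fluorescence, kinetic, 1 Hz baseline; timing: Fluo4 dye loading 45 min at room temperature, 110 s recording; controls: assay buffer as low control, maximal DAMGO as high control; read-out: integrated baseline-normalised fluorescence ratio, converted to per-well B score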
TRPC4 potent: TRPC4 (mouse) allosteric potentiation; Q9QUQ5; HEK293 TRPC4beta/mu-opioid, DAMGO EC20, Fluo-4 Ca2+ flux; stronger effect = higher value; B-score at 10 µM; 310,000 compounds, 0.42% hits;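 active = B-score of calcium response area above 5 SD of library B-scores, with initial fluorescence ratio within 5 SD of library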;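 note: B-score of integrated fluorescence ratio over time as area under calcium response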
TRPC4 inh: TRPC4 (mouse) channel inhibition | 300,000 compounds, 0.39% hits | B-score at 10 µM | AID 2247 | HEK293 TRPC4beta/mu-opioid, DAMGO-evoked Fluo4 calcium flux; stronger effect = lower value;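 active = B-score over 3 SD under the library average, no early fluorescence shift, positive overall ratio signal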
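Material: HEK293 cells with stable TRPC4beta plus mu-opioid receptor expression; probe or stimulus: DAMGO in two steps, submaximal then maximal; technique: Fluo4 calcium fluorescence by kinetic imaging, 5 s 1 Hz baseline; measure: integrated fluorescence ratio relative to baseline, converted to per-well B score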
Numbers without * were called inactive; i = inactive; . = no result given.

Results follow in this order: MrgX1 ag	ANO1 activ	RGS4 block	TRPC6 activator	TRPC6 inh	MrgX1 PAM	MrgX1 antag	ANO1 block	TRPC4 act	TRPC4 potent	TRPC4 inh
CCN1CCN(C(=S)Nc2cc(S(=O)(=O)N(CC)CC)ccc2C)CC1
→ i	i	i	i	i	i	i	i	i	i	i
COC(=O)C1=C(C(=O)OC)[C@@H]2N(Cc3ccccc3)c3ccccc3[C@@]23C[C@@H](C(=O)OC)N(C(=O)COCc2ccccc2)C3=N1
→ i	i	i	i	i	i	i	i	i	i	i
COc1ccc(N2CCN(C(=O)CSc3nnc(C)c(=O)[nH]3)CC2)cc1
→ i	i	i	i	i	i	i	i	i	i	i
O=C(c1nc2ccccn2c1CN1CCCC(c2nc3ccccc3o2)C1)N1CCCC1 (configuration not stated)
→ i	i	i	i	i	i	i	i	i	i	i
Cc1ccccc1OCC(=O)NS(=O)(=O)c1ccc(Cl)cc1
→ i	i	i	i	i	i	-9.2*	i	i	i	i
CCSc1cc(C)nc2c(-c3ccccc3)cnn12
→ i	i	i	i	i	i	i	i	i	i	i
Cc1nnc(NS(=O)(=O)c2ccc(Br)cc2)s1
→ i	i	i	i	i	i	i	i	i	i	i
CCn1c(CCNC(=O)c2ccc(OC)c(OC)c2)nc2ccccc21
→ i	i	i	i	i	i	i	i	i	i	i
CCCCn1c(=O)c(CCC(=O)OCC(=O)NC(=O)NCCOC)nc2ccccc21
→ i	i	i	i	i	i	i	i	i	i	i
COC(=O)Cn1nc(C)c2ccccc2c1=O
→ i	i	i	i	i	i	i	i	i	i	i
COc1cc(OC)c(C(=O)OCC(=O)NCCC2=CCCCC2)cc1OC
→ i	i	i	i	i	i	i	i	i	i	i
COc1ccc(CNC2CCCCC2)cc1
→ i	i	i	i	i	i	i	i	i	i	i
O=C(N/N=C/c1ccc([N+](=O)[O-])cc1)c1ccccc1OCc1ccccc1
→ i	i	i	i	i	i	i	i	i	i	i
CC(=O)C(C(C)=O)C(c1ccccc1)c1nc2ccccc2[nH]c1=O (configuration not stated)
→ i	i	i	i	i	i	i	i	i	i	i
CC1CN(c2ccc([N+](=O)[O-])c(NCCOc3ccccc3)c2)CCN1 (configuration not stated)
→ i	i	i	i	-7.3*	i	i	i	i	i	i
O=C(Nc1ccc(F)c(F)c1)C1CCCN(S(=O)(=O)c2cnc[nH]2)C1 (configuration not stated)
→ i	i	i	i	i	i	i	i	i	i	i
Cc1ccc(Nc2nc(N)c([N+](=O)[O-])c(N3CCOCC3)n2)cc1
→ i	i	i	i	i	i	i	i	i	i	i
O=c1sc(N2CCN(c3ccc(F)cc3)CC2)nc2ccsc12
→ i	i	i	i	i	i	i	i	i	i	i
CCCS(=O)(=O)N1CCC(C(=O)NCCCOC(C)C)CC1
→ i	i	i	i	i	i	i	i	i	i	i
O=C(Nc1ccccn1)c1ccco1
→ i	i	i	i	i	i	i	i	i	i	i
CCCCCn1cnc2c(sc3nc4c(cc32)CSC(C)(C)C4)c1=O
→ i	i	i	i	i	i	i	i	i	i	i
Nc1c(-c2ccccc2)cnn1-c1cccc([N+](=O)[O-])c1
→ i	i	i	i	i	i	i	i	i	i	i
CSCc1ccc(C(=O)NC(C)c2ccc(-n3ccnc3)cc2)cc1 (configuration not stated)
→ i	i	i	i	i	i	i	i	i	i	i
COc1ccc(NC(=O)c2oc3ccccc3c2NC(=O)C2CCCO2)cc1OC (configuration not stated)
→ i	i	i	i	i	i	i	i	i	i	i
CCC(CO)Nc1ncnc2onc(-c3ccc(F)cc3)c12 (configuration not stated)
→ i	i	i	i	i	i	i	i	i	i	i
CNC(=O)c1cc(Cl)c(OC)c(OC)c1
→ i	i	i	i	i	i	i	i	i	i	i
CCN(CC(=O)Nc1ccccc1OC)C(=O)CN1C(=O)NC2(CCCC2)C1=O
→ i	i	i	i	i	i	i	i	i	i	i
CN(C)c1cccc(C(=O)NCCCSc2ccccc2)c1
→ i	i	i	i	i	i	i	i	i	i	i
Cc1c(Cl)cccc1N1C(=O)C(N2C(=O)c3cccc([N+](=O)[O-])c3C2=O)C1c1cccs1 (configuration not stated)
→ i	i	i	i	i	i	i	i	i	i	i
O=C(NCc1ccc2c(c1)OCO2)c1cc(-c2ccccc2Cl)on1
→ i	i	i	i	i	i	i	i	i	i	i
O=C(NCc1ccccc1)c1ccc(CS(=O)(=O)Cc2ccc(F)cc2)o1
→ i	i	i	i	i	i	i	i	i	i	i
COc1cccc(CNC(=O)C2CCC(CNS(=O)(=O)c3cccc4nsnc34)CC2)c1 (configuration not stated)
→ i	i	i	i	i	i	i	i	i	i	i
CCn1c2ccc(C)cc2c2nnc(NN)nc21
→ 29*	i	i	i	i	i	i	i	i	i	i
N=C(N)Sc1nc(N2CCCCC2)nc(N2CCCCC2)n1
→ i	i	i	i	i	i	i	i	i	i	i
Cc1cc2occ(CC(=O)NCc3cccs3)c2cc1C(C)C
→ i	i	i	i	i	i	i	i	i	i	i
Cc1nc(N2CCC(C)CC2)c2c(C)c(C(=O)Nc3cccc(C(F)(F)F)c3)sc2n1
→ i	i	i	i	i	i	i	i	i	i	i
CC(SCc1cc(=O)n2c([nH]c3ccccc32)c1C#N)C(=O)O (configuration not stated)
→ i	i	i	i	i	i	i	i	i	i	i
Cc1nc2ccccn2c1C(=O)N/N=C/c1ccccc1Cl
→ i	i	i	i	i	i	i	i	i	i	i
CC(C)=NOCC(=O)Nn1c(COc2c(C)cccc2C)nc2ccccc2c1=O
→ i	i	i	i	i	i	i	i	i	i	i
O=C1Nc2ccccc2C(O)(C(=O)NCc2ccco2)N1c1ccccc1 (configuration not stated)
→ i	i	i	i	i	i	i	i	i	i	i
NCCNCCNCCN
→ i	i	i	i	i	i	i	i	i	i	i
Cc1ccnc(NC(=O)CCC(=O)N(CC(=O)NC2CCCCC2)c2ccc3c(c2)OCO3)c1
→ i	i	i	i	i	i	i	i	i	i	i
CCc1ccc(NC(=O)c2ccc(C3SCC(=O)N3CCc3ccccc3)cc2)cc1 (configuration not stated)
→ i	i	i	i	i	i	i	i	i	i	i
Cc1nn(CC(=O)NCc2ccc(OC(C)C)cc2)c(=O)c2cc3occc3n12
→ i	.	i	i	i	i	i	i	i	i	i
CCC(c1nnnn1Cc1ccccc1)N1CCN(c2ccccc2)CC1 (configuration not stated)
→ i	i	i	i	i	i	i	i	i	i	i
Cc1ccc(C2=CSC3=NCCN23)c(C)c1
→ i	i	i	i	i	i	i	i	i	i	i
CN(C(=O)c1c[nH]c(=O)cc1C(F)(F)F)c1ccc(Cl)cc1
→ i	i	i	i	i	i	i	i	i	i	i
OC(CC#CCN1CCCCC1)(c1ccccc1)c1ccccc1
→ i	i	i	i	i	i	i	i	i	i	i
CCOCC(=O)Nc1nnc(COC)s1
→ i	i	i	i	i	i	i	i	i	i	i
CCOCCCNC(=O)N[C@@H](C)C(=O)OC
→ i	i	i	i	i	i	i	i	i	i	i
CC(C)c1nnc(NC(=O)Cn2nc(-c3ccc4c(c3)OCCO4)ccc2=O)s1
→ i	i	i	i	i	i	i	i	i	i	i
Cn1c(=O)oc2cc(S(=O)(=O)NCc3ccc(F)cc3)ccc21
→ i	i	i	i	i	i	i	i	i	i	i
CC(=O)c1cccc(NC(=O)c2noc3c2CCc2ccccc2-3)c1
→ i	i	i	i	i	i	i	i	i	i	i
COc1ccc(NC(=O)CCn2c(=O)c3cccn3c3ccccc32)cc1
→ i	i	i	i	i	i	i	i	i	i	i
Cn1nc(C(F)(F)F)c(-c2ccccc2)c1NC(=O)c1ccco1
→ i	i	i	i	i	i	i	i	i	i	i
COc1ccc(C)cc1S(=O)(=O)NC(C)C(=O)Nc1ccc2c(c1)OCO2 (configuration not stated)
→ i	i	i	i	i	i	i	i	i	i	i
COc1ccc(CC(=O)N2CCN(S(=O)(=O)c3cccs3)CC2)cc1OC
→ i	i	i	i	i	i	i	i	i	i	i
CCOC(=O)c1c(NC(=S)NC(=O)c2cnn(CC)c2)sc2c1CCC(C)C2 (configuration not stated)
→ i	i	i	i	i	i	i	i	i	i	i
COc1ccc(OC)c(NC(=O)CSc2nnc(-c3ccco3)n2-c2ccccc2)c1
→ i	i	i	i	i	i	i	i	i	i	i
O=C(N/N=C/c1ccco1)C1CC1
→ i	i	i	i	i	i	i	i	i	i	i

The results go on.
Results follow in this order: MrgX1 ag	ANO1 activ	RGS4 block	TRPC6 activator	TRPC6 inh	MrgX1 PAM	MrgX1 antag	ANO1 block	TRPC4 act	TRPC4 potent	TRPC4 inh
C#CCOCCOCCOCCNc1nc(N2CCN(C(=O)Cn3cc(CCCCN)nn3)CC2)nc(N2CCN(C(=O)[C@H]([C@@H](C)CC)n3cc(CCCN=C(N)N)nn3)CC2)n1
→ i	i	.	.	.	i	i	i	.	.	.
O=C(CNS(=O)(=O)c1ccc(Br)s1)NCc1ccc2c(c1)OCO2
→ i	i	i	i	i	i	i	i	i	i	i
COC(=O)c1scc(C)c1N/N=C(\C)c1cc(F)c(Cl)cc1F
→ i	i	i	i	i	i	i	i	i	i	i
Cc1cc(C)c(C)c(S(=O)(=O)NCCCN2CCCC2=O)c1C
→ i	i	i	i	i	i	-5.4*	i	i	i	i
COC(CNc1ncnc2c1cnn2C)OC
→ i	i	i	i	i	i	i	i	i	i	i
Cc1cc(NC(=O)CSc2nc3c([nH]c4ccccc43)c(=O)n2-c2cccc(C(F)(F)F)c2)no1
→ .	i	i	i	i	.	.	.	i	i	i
O=C(Nc1nc(-c2ccc3c(c2)OCCO3)cs1)C1CCCC1
→ i	i	i	i	i	i	i	i	i	i	i
